Screening data deposited in PubChem BioAssay by several laboratories.
Yfh1-depleted yeast: enhancers of respiration in Yfh1-depleted yeast, dose response, Friedreich's ataxia, plus single-dose screen (AID 1465); S. cerevisiae Yfh1-off respiration, WST-1 reduction, 72 h; higher fold induction means a stronger effect; one-dose fold induction at 50 µM; EC50 in µM for titrated hits; hit rate 0.074% among 220,000;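 active = fold induction of absorbance versus untreated yeast above a set limit, then at least 30% activation at any dose in follow-up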;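 also: activators that raise dye reduction in frataxin-depleted yeast; strong numbers were not always called active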
NOD2 inhibition: NOD2 signaling inhibitors, cell-based, luminescence, uHTS, HEK293 (AID 1566) | HEK293 NOD2/NF-kB luciferase reporter, luminescence; higher % means a stronger effect | hit rate 0.63% among 290,000 | inhibition, % at 4 µM, or EC50 in µM where a hit was titrated; in the data active = inhibition above about 50%; also: many of its hits are not listed in these tables
Autophagy mod: autophagy modulators in MEF cells, primary screen, imaging, high-content, MEF GFP-LC3; MEF GFP-LC3 puncta imaging; test concentration mostly 10 µM; hit rate 0.98% among 190,000; AID 463193, 2010; calls only at 10 µM (by protocol);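 active = percentage of spot-positive cells more than 3 SD above its plate mean, without a fluorescence outlier flag or 80% toxicity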;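 also: spot-positive cell cutoff set from DMSO-treated cells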
Dynein cargo inh: inhibitors of GR-EGFP nuclear translocation, primary screen, dynein cargo transport inhibitor project, imaging, high-content, 3617.4 mouse cells | test concentration mostly 20 µM; stimulated with dexamethasone, 1 µM; hits give low values | z-score, hits read low | hit rate 0.47% among 220,000;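 active = plate z-score of nuclear minus cytoplasmic receptor signal below a set negative limit, without overly bright fluorescence or cell loss, cut at about -3.5 in these data, passing the limit was not always enough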;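 also: z-score of nuclear minus cytoplasmic ring GR-EGFP intensity difference per well; some compounds called inactive have numbers as strong as hits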
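Buffer or medium: tet-free, stripped-serum medium; reagent: dexamethasone at 1.0 µM final, 30 min; incubation: 48 h induction, 1 h compound, 30 min dex at 37 °C; measured by: formaldehyde fixation, Hoechst nuclear stain, 10x automated fluorescence imaging; read-out: nuclear-to-cytoplasmic GR-EGFP distribution per well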
MT stabilize HCS: microtubule stabilizers in HeLa cells, primary screen, imaging, high-content imaging; HeLa tubulin immunostaining HCS, 24 h; share of cells brighter than vehicle mean+2SD; % tubulin-high responders, % at 10 µM; AID 2205, 2009; hit rate 0.83% among 200,000;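 active = plate Z-score above 3 for both tubulin-high and condensed-nucleus cell shares, with cell loss under 80%, at 10 µM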;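 also: anti alpha tubulin signal scored within the nucleus-defined area of each cell; some results filed as inactive read as strong as hits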
P. falciparum M17LAP: P. falciparum M17LAP inhibitors, primary screen, biochemical, fluorogenic H-Leu-NHMec substrate, 1536-well (AID 1619). recombinant M17LAP, H-Leu-NHMec fluorogenic kinetic assay; higher % means a stronger effect. inhibition, % at 30 µM, or IC50 in µM where a hit was titrated. hit rate 0.38% among 220,000;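 active = compound inhibiting the enzyme by more than half at any dose during confirmatory dose-response retesting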;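 also: plate controls were full reaction with DMSO carrier for no effect and no enzyme background for full effect; strong numbers were not always called active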
Ins promoter up: insulin promoter activators in MIN6 cells, imaging, high-content screening, mouse beta cells; MIN6 insulin promoter-GFP reporter; hits give high values; z-score at 5 µM; hit rate 0.3% among 190,000;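 active = z-score above 3 at 5 µM with at least 500 cells counted in the well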
b-catenin transl: modulators of beta-catenin nuclear translocation, primary screen, imaging, HeLa cells, immunofluorescence, high-content; hit rate 0.3% among 190,000; AID 1665, 2009; nuclear translocation activity, % at 5 µM;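 active = nuclear translocation activity above 50% at 5 µM, with a well cell count of 50 or more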;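 also: per-cell ratio of nuclear to cytoplasmic median beta-catenin stain intensity; plate controls were DMSO negative control for no effect and GSK-3 inhibitor IX positive control for full effect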
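assay system = human HeLa cells, endogenous beta-catenin | times = compound treatment 24 h, 37°C, 5% CO2 | detection = Anti-beta-catenin immunofluorescence on PFA-fixed, Triton-permeabilized cells, DAPI nuclei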
NOD1 NF-kB reporter: NOD1 signaling inhibitors, primary screen, cell-based, luminescence, uHTS (AID 1578). inhibition, % at 4 µM, or EC50 in µM where a hit was titrated. hit rate 1% among 290,000. NOD1-driven NF-kB luciferase reporter cells, luminescence; higher % means a stronger effect; in the data active = inhibition mostly above about 36%, no sharp cut-off; inactive = mostly below about 34%;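 also: HEK-293T reporter cells stimulated with the NOD1 agonist gamma-tri-DAP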
Dynein cargo inh cytoplasmic EGFP: recorded beside Dynein cargo inh, whose call it bears; z-score; measured here: cytoplasmic GR-EGFP intensity; hits give high values
Dynein cargo inh nuclear GR-EGFP: second read-out of Dynein cargo inh, no call of its own (marks repeat the call); z-score; measured here: nuclear GR-EGFP intensity;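 lower value marks the stronger effect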
Dynein cargo inh cell count: second read-out of Dynein cargo inh, no call of its own (marks repeat the call); z-score; measured here: cell count per field
Ins promoter up cell count: also measured in Ins promoter up; calls as there; cell count; measured here: cytotoxicity, nuclei count;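 total cells summed across four imaged fields per well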
b-catenin transl cell count 5 µM: recorded beside b-catenin transl, whose call it bears; cell count; measured here: cell count, cytotoxicity flag
MT stabilize HCS Hoechst-high %: recorded beside MT stabilize HCS, whose call it bears; % Hoechst-high responders; measured here: nuclear condensation Hoechst responders;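 share of cells brighter than vehicle mean plus two SD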
MT stabilize HCS cytotoxicity %: further read-out of MT stabilize HCS, marked with its call; toxicity, %; measured here: cytotoxicity by cell density;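 0% = mean cell density of plate MIN control wells and 100% = no cells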
Autophagy mod cell loss 18 h: further read-out of Autophagy mod, marked with its call; toxicity, %; measured here: cell loss, nuclei count;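 cell loss after 18 h compound exposure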
Numbers without * were called inactive; i = inactive; x = not tested or not shown. The list is partial. The share of hits here may be higher or lower than overall.

SMILES	Yfh1-depleted yeast	NOD2 inhibition	Autophagy mod	Autophagy mod cell loss 18 h	Dynein cargo inh	Dynein cargo inh cytoplasmic EGFP	Dynein cargo inh nuclear GR-EGFP	Dynein cargo inh cell count	MT stabilize HCS	MT stabilize HCS Hoechst-high %	MT stabilize HCS cytotoxicity %	P. falciparum M17LAP	Ins promoter up	Ins promoter up cell count	b-catenin transl	b-catenin transl cell count 5 µM	NOD1 NF-kB reporter
O=C(NCCN1CCCC1)c1ccc2c(c1)N(Cc1ccc(F)cc1)C(=O)c1ccccc1S2=O (stereo not given)	i	3.4%	i	17.9	0.451	-0.192	0.42	0.279	3.0	2.3	6.1	-6.6%	x	x	1.1	1107	-24.3%
NS(=O)(=O)c1ccc(NC(=S)NC(=O)C2CCCCC2)cc1	i	-10.4%	i	6.5	-1.09	-0.226	-0.579	0.954	2.8	3.4	5.7	-0.2%	-0.49	1364	-0.1	1548	-31.2%
CCCNC(=O)NC1C(NC(=O)NCCC)N(C)C(=O)N1C (stereo not given)	i	-4.9%	i	0.5	0.93	-0.269	0.951	0.41	2.9	1.2	5.7	6.6%	-0.58	1297	-1.0	1062	-1.4%
O=C(NNc1ccc(F)cc1F)c1c(F)cccc1Cl	i	7.6%	x	x	-1.03	-0.231	-0.585	0.99	x	x	x	6.3%	-0.67	1459	0.6	1072	-4.1%
COc1cc(NC(=O)c2ccc3c(c2)OCCO3)ccc1NC(=O)c1ccco1	i	-16.4%	i	-3.2	-1	-0.245	-0.38	0.684	3.4	2.2	6.3	4.3%	-0.33	1467	1.0	980	-49.8%
OCCC1CN(Cc2cccn2-c2ncccn2)CCN1Cc1ccccc1 (stereo not given)	i	-4.3%	i	17.2	-0.877	-0.272	-0.24	0.864	4.9	1.5	4.6	-3.0%	0.97	1444	6.3	920	-14.4%
CCc1nnc(SCC(=O)Nc2ccc(C(C)=O)cc2)nc1CC	i	10.0%	x	x	x	x	x	x	x	x	x	14.7%	0.08	839	-2.3	1128	-4.9%
CCN(CC)CCCNC(=O)Cn1cnc2ccc(S(=O)(=O)N3CCC(C)CC3)cc2c1=O	i	15.5%	i	5.2	-0.628	-0.348	0.0406	1.23	1.9	1.7	2.4	3.9%	-0.81	1281	1.3	1072	-17.9%
OCc1cnc(SCc2ccccc2)n1Cc1ccccc1	i	-11.9%	i	5.3	-0.445	-0.297	0.262	0.367	4.0	2.7	7.6	5.0%	-0.02	1716	1.9	925	-27.9%
CCCC(=O)OCCNc1cc(Sc2nc3ccccc3[nH]2)c2nonc2c1[N+](=O)[O-]	i	6.0%	i	-0.6	-3.38	3.58	-1.84	-1.86	7.5	2.2	4.8	-4.5%	-0.02	1210	-0.4	514	22.1%
CC(C)(C)N1CC(c2nc3ccccc3n2Cc2ccc(F)cc2)CC1=O (stereo not given)	i	-4.3%	i	-6.2	1.26	-0.404	1.08	-0.141	1.3	1.5	8.6	3.3%	-0.37	897	x	x	-3.7%
Cc1cc(C(=O)Cn2nc(C(=O)O)c3ccccc3c2=O)c(C)n1C1CC1	i	-20.2%	i	9.1	1.77	-0.17	0.567	-0.42	2.6	2.2	7.6	16.8%	0.29	1707	-0.9	1039	-13.7%
CC(=O)c1ccc(NC(=O)CSc2ccc3nnc(-c4cccnc4)n3n2)cc1	i	11.9%	i	-8.8	-0.729	-0.227	-0.429	1	2.9	2.0	7.0	12.3%	-0.46	1272	0.8	1118	-17.8%
Cc1noc(/C=C/Nc2ccc(F)cc2F)c1[N+](=O)[O-]	i	-90.5%	i	16.1	0.911	-0.253	0.605	0.302	2.0	1.5	6.0	8.7%	-0.48	1170	-2.0	1140	-66.2%
COC(=O)c1cccc(CSc2nnc(-c3ccco3)n2-c2ccccc2)c1	x	-3.6%	i	10.3	-0.658	-0.193	-0.0145	0.255	4.5	2.8	11.5	7.7%	0.06	1224	1.5	968	-6.7%
CCOC(=O)c1nn(-c2ccc(OCC)cc2)c2nc(-c3ccco3)c(C#N)c(=O)n12	i	15.3%	i	19.0	-1.1	-0.314	0.125	1.04	2.0	2.6	0.0	8.1%	-0.74	1398	2.8	565	-33.5%
O=C(COC(=O)c1cnc(Cl)c(Cl)c1)NCc1ccco1	i	7.8%	i	4.5	0.222	-0.327	0.408	0.179	2.7	2.4	7.8	-4.4%	0.23	1045	-4.8	1068	-3.4%
O=C(CSc1nc(-c2ccc(F)cc2)cs1)N1CCOCC1	i	-0.7%	i	-6.6	-0.773	-0.257	-0.416	0.283	2.4	2.2	9.3	9.7%	2.18	1276	0.9	935	-16.9%
CCOc1ccc(C2N(c3ccc(F)cc3)C(=O)C3CCCN32)cc1 (stereo not given)	i	-1.6%	i	27.9	-0.446	-0.00955	-0.212	-0.507	2.7	2.5	1.8	3.7%	1.79	995	-2.2	1167	21.7%
CCOC(=O)c1c(C)n(C)c2ccc(OC)c(NC(=O)CCN3CCC(Cc4ccccc4)CC3)c12	i	-27.4%	x	x	3.09	-0.172	1.21	-1.48	x	x	x	-3.0%	x	x	-1.3	1238	-7.7%
COc1cc(/C=N/NC(=O)c2cccnc2)ccc1OCC(=O)Nc1ccccc1Cl	i	11.9%	i	2.0	0.0619	-0.268	-0.0436	0.149	6.5	2.5	1.0	-9.2%	0.63	1269	-0.6	1078	-32.9%
O=C(CCSc1ccc(Cl)cc1)NN=C1CCCCCC1	i	10.5%	i	11.5	-1	-0.275	-0.377	0.557	2.5	1.7	5.2	-22.1%	x	x	1.1	1088	-18.5%
CC(C)NC(=O)C1CCCN(S(=O)(=O)c2cccs2)C1 (stereo not given)	i	-2.6%	i	22.3	-0.012	-0.324	0.0742	0.122	4.3	3.4	7.2	-6.1%	0.91	1220	-0.3	1453	29.7%
CS(=O)(=O)NCCSCc1c(F)cccc1Cl	i	19.8%	i	5.2	-0.543	-0.256	0.364	0.677	2.7	1.3	46.7	0.3%	0.06	1179	1.3	893	-6.2%
CN(CC(=O)Nc1ccc(F)cc1[N+](=O)[O-])Cc1ccccc1	i	-0.4%	i	-8.6	-0.147	-0.258	-0.0882	-0.471	2.8	2.1	7.3	0.2%	0.17	1267	-3.9	1053	0.9%
Cc1nc(S(=O)(=O)c2ccc(Cl)cc2)nc2c1CCC2	x	13.4%	i	-26.8	1.42	-0.181	1.5	-0.799	2.1	1.8	9.4	0.8%	-0.94	1576	-1.1	1352	5.8%
CN(C)C(=O)c1snnc1-c1ccccc1	i	16.5%	i	-0.2	-0.39	-0.154	-0.284	-0.175	4.2	2.8	4.7	7.6%	x	x	-9.0	1036	7.4%
Cc1ccc(F)cc1NC(=O)N1CCN(C2c3ccccc3-c3ccccc32)CC1	i	1.9%	x	x	-0.0498	-0.296	0.0243	0.398	x	x	x	-6.8%	-0.51	1080	-1.0	1362	-9.1%
CCCCC(=O)NC(=S)NNC(=O)CC#N	i	0.7%	i	-4.4	-0.722	0.297	0.0117	-0.423	1.7	1.1	6.5	31.1%	0.89	739	-2.0	1128	3.1%
O=S(=O)(NC1=NCCCCCC1)c1cccs1	i	-11.7%	i	-3.3	-0.383	-0.189	-0.337	0.341	1.6	1.7	8.7	-4.7%	0.21	1187	-2.1	1098	-15.9%
Cc1nc2ccccc2cc1OCc1ccccc1	x	22.8%	i	9.7	-1.07	-0.204	-0.511	0.76	1.6	0.9	2.6	0.7%	-1.02	1599	1.0	1226	59.5%
C/C(=N/N1CCN(c2ccccn2)CC1)c1cccc([N+](=O)[O-])c1	i	7.6%	i	2.3	0.566	-0.214	0.363	-0.982	1.7	1.6	5.0	16.0%	0.04	1382	-1.8	1099	0.1%
CNC(=O)C1CC(=O)N(Cc2ccc3c(c2)OCO3)C(=Nc2ccc(F)cc2)S1 (stereo not given)	i	-47.1%	i	10.5	-0.0453	-0.191	0.131	-0.0854	2.3	2.5	9.9	4.6%	1.41	1298	-0.9	1113	-23.3%
CCC1C=C(c2ccccc2)C=CN=C1N(CC)CC (stereo not given)	i	12.8%	i	13.7	-0.338	-0.28	-0.281	-0.337	1.4	2.2	2.2	-9.1%	-2.39	728	-0.2	506	-23.9%
Cc1ccc([N+](=O)[O-])cc1S(=O)(=O)NCCc1c(C)[nH]c2ccccc12	i	-7.9%	i	5.7	-0.808	-0.188	0.327	-0.301	2.6	4.0	13.4	11.4%	x	x	-0.1	970	-23.0%
COc1cccc(-c2csc(N3CCN(C(=O)Nc4ccc(F)cc4)CC3)n2)c1	i	-23.2%	i	1.9	-0.852	-0.268	-0.416	1.48	3.5	2.5	6.2	-3.9%	-1.09	523	-3.8	1272	-18.8%
Cc1ccc(N2CCN(S(=O)(=O)N3CCCCC3)CC2)cc1C	i	9.5%	i	-1.9	-0.868	-0.216	-0.73	0.651	2.7	1.9	3.2	-3.5%	x	x	1.0	872	-11.3%
CCOc1ccc(CC2c3cc(OCC)c(OCC)cc3CCN2C(=O)c2cc(OC)c(OC)c(OC)c2)cc1OCC (stereo not given)	i	6.3%	i	-36.6	-0.731	-0.3	-0.0969	0.457	1.6	1.9	13.9	-9.7%	-1.66	796	-3.0	824	-18.1%
NC(=S)N/N=C/c1ccccc1	i	3.6%	i	9.4	0.611	-0.19	0.348	-0.196	4.4	1.6	10.6	6.0%	1.26	1524	0.6	927	-16.8%
